# High-throughput results deposited in PubChem by Broad Institute.
# ERAP1 inh – blocks human ERAP1 aminopeptidase activity. inhibition, % at 10.7 µM. Q9NZ08. 0.15% of 340,000 active. recombinant ERAP1, Leu-AMC fluorescence, 60 min;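 active = mean replicate inhibition of at least 30%, or all replicates individually reaching that 30% level; inactive = mean below 30% and not every replicate reaching it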;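 also: 0% = neutral control wells and 100% = L-leucinethiol positive control wells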
# XiGFP reactiv – X-chromosome reactivation activator. XiGFP mouse fibroblasts, % GFP-positive cells imaging, 3 d; cells co-treated with 5-aza-dC sensitizer; scaled so ellipticine positive control = 100%. activation, % at 7.58 µM. 0.055% of 360,000 active;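 active = mean normalized replicate activation at least 10% and every replicate at or above 10%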;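 also: 0% = median of on-plate neutral control wells and 100% = ellipticine 6 µM median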
#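 Assay system – SV40-immortalized XiGFP fibroblast cells, line 68-5-11 · Buffer or medium – DMEM supplemented with 5-aza-dC as sensitizing agent · Dosing – one concentration, pinned · Benchmarks – positive control ellipticine, 6 µM final · Times – 3 days compound exposure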
# RAD54 inh – blocks human RAD54 Holliday junction branch migration | Q92698 | FAM/BHQ fluorescence | inhibition, % at 10.4 µM | 0.14% of 360,000 active | AID 602329;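 active = mean normalized replicate activity at least 40 and at least half of replicates scoring 40 or more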;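 also: 0% = median of neutral control wells and 100% = median of positive control wells; inhibitors cause a drop in the FAM fluorescence signal; in these data hits start at about 50%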
# Target sequence (Q92698 whole entry, looked up): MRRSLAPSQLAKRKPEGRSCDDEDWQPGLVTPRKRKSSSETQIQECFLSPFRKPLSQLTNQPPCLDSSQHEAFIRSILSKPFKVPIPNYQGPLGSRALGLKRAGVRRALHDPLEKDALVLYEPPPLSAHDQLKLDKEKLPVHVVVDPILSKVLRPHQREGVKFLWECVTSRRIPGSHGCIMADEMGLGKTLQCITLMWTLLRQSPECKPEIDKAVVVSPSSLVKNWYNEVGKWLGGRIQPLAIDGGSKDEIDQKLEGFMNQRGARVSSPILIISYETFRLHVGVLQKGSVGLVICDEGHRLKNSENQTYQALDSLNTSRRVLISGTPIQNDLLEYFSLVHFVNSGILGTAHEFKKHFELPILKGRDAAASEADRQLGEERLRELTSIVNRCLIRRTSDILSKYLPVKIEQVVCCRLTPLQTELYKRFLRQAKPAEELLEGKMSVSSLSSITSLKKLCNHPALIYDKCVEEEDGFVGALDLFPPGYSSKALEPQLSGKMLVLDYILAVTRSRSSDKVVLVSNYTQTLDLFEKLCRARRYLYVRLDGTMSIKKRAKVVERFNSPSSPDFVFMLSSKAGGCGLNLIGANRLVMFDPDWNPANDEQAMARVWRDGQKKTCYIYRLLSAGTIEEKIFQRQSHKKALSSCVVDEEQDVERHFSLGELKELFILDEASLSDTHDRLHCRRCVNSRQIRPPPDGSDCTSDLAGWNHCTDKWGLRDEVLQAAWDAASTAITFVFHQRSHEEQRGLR
# ARNT TACC3 PPI – ARNT/TACC3 interaction disruption; Q9Y6A5; AlphaScreen His-ARNT PAS-B/GST-TACC3 binding, luminescence; TACC3 fragment carries E629A point mutation; inhibition, % at 9.99 µM; 0.66% of 390,000 active; AID 623870;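 active = mean inhibition of replicates at least 50% and at least half of replicates each reaching 50%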;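 also: 0% = complete ARNT plus TACC3 wells and 100% = ARNT alone without TACC3; many hits fall short of the cut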
# esBAF inh – SWI/SNF esBAF complex inhibition | mouse ES cells, Bmi1-luciferase knock-in reporter, 24 h; 100% = twice the neutral-well signal | reporter increase, % at 12.5 µM | 2% of 350,000 active; in the data active = activation above about 40%;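 also: 0% = median of the plate's neutral control wells and 100% = double that signal; a rise in the Bmi1 reporter signal indicates esBAF inhibition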
# F508del corr – CFTR F508del correction in bronchial cells; CFBE cells, YFP halide quenching; stimulated with forskolin plus potentiator P3; % fluorescence drop versus neutral controls; activity (quench increase), % at 7.58 µM; 0.36% of 350,000 active;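 active = mean added fluorescence quench of at least 8% versus neutral control, with both replicates also reaching 8%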;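 also: cells transiently co-express mutant CFTR-F508del with the halide-sensitive YFP; corrector assay measuring rescue of mutant channel to the surface after 24 h compound exposure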
# RAD52 anneal inh – RAD52 (human) annealing inhibition | P43351 | recombinant RAD52 DNA annealing, FRET fluorescence | 0.46% of 360,000 active | AID 651710 | inhibition, % at 18.7 µM;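 active = every replicate showing at least 50% inhibition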
# GSIS activator – primary screen for activators of insulin secretion dependent on glucose, INS-1E cells, GLuc reporter luminescence. INS-1E GLuc reporter insulin secretion, 2-3 h. activation, % at 16.6 µM. 0.61% of 370,000 active. AID 743287;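 active = lowest replicate activation of at least 40%, so every replicate reaches that level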;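 also: 0% = median of neutral control wells and 100% = median of IBMX positive control wells; some compounds called inactive have numbers as strong as hits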
# * hit, by the source's call; / = no result given; & = joins results of further samples.
SMILES,ERAP1 inh,XiGFP reactiv,RAD54 inh,ARNT TACC3 PPI,esBAF inh,F508del corr,RAD52 anneal inh,GSIS activator
O=C(C[C@@H]1C[C@@H]2c3cc(NS(=O)(=O)c4ccc(F)cc4)ccc3O[C@@H]2[C@H](CO)O1)NCCN1CCCCC1,4,0.1,-7,-3,2,0.0,6,10
O=C(O)c1cccc(-c2csc(C(O)c3ccc(F)c(F)c3)n2)c1 (stereo not given),7,-0.1,-4,/,44*,-1.4,-14,3
O=C(N/N=C/c1ccc(-c2ccccc2[N+](=O)[O-])o1)[C@H]1C[C@@H]1c1ccccc1,0,0.4,/,1,/,/,-10,/
Cc1oc(S(=O)(=O)N2CCCC2)cc1C(=O)Nc1ccccc1,0,0.0,/,-1,/,0.5,-2,1
Cc1ccccc1NC(=S)NC1CCN(Cc2ccccc2)CC1,/,0.6,/,-3,1,/,/,35
CN(C)C(=O)CCc1ccc2c3c([nH]c2c1)[C@]1(CCC2CCCC2)[C@@H](C(=O)N2CCOCC2)C[C@H](CC(=O)NCCCn2ccnc2)C(=O)N1CC3,2,0.0,7,-2,-8,-1.6,2,-4
O=C(Nc1ccccc1N1CCCCC1)c1ccc(-c2cc(Cl)ccc2Cl)o1,3,-0.1,1,3,-4,-0.4,-9,7
CC1CN(c2ccc(Cl)nn2)CC(C)O1 (stereo not given),2,-0.7,/,-3,/,3.3,-2,5
CC1CSC(N(C(=O)c2ccc(S(C)(=O)=O)cc2)c2ccc(Cl)cc2)=N1 (stereo not given),-2,0.0,-2,/,6,3.4,-15,-1
COc1ccccc1S(=O)(=O)N1CC[C@H]2[C@H](CO)Nc3ccc(-c4ccccc4)cc3[C@H]21,-2,0.0,-3,10,-3,1.4,39,-2
CCCC(=O)N1CCN(c2ccc(NC(=O)c3ccc(N4CCCC4)c([N+](=O)[O-])c3)cc2Cl)CC1,-1,0.0,3,-1,3,2.9,-9,-9
O=C(c1ccccc1)C(C(=O)N1CCCCC1)n1ccccc1=O (stereo not given),-2,0.0,/,1,/,-1.9,-15,6
C[C@@H]1CN([C@H](C)CO)C(=O)CCCn2cc(nn2)CO[C@H]1CN(C)Cc1cccc(O)c1,3,-0.2,0,-7,-3,-1.4,-7,-2
CCCC#Cc1cnc2c(c1)C(=O)N([C@H](C)CO)C[C@@H](C)[C@@H](CN(C)Cc1cccnc1)O2,3,-0.8,-4,-4,-1,1.9,-6,-5
CCC1CCCCN1C(=O)Cn1nc([N+](=O)[O-])c(Cl)c1C (stereo not given),0,0.4,/,3,/,0.9,-18,-1
Cn1nc(C(F)(F)F)cc1C(=O)Nc1ccc(-c2ccno2)cc1,-6,0.5,3,3,-34,-2.9,-16,3
CCOC(=O)C1=C(C)NC(C)=C(C(=O)OCC)C1C(=O)OCC(=O)NCCc1ccc(S(N)(=O)=O)cc1,30,0.1,-3,-3,2,4.8,-1,6
Cc1cccc(Nc2nc(-c3ccc(F)c(C)c3)cs2)n1,-1,0.0,-3,-1,58*,3.1,-6,-25
COc1ccccc1NC(=S)Nc1ccccn1,/,0.4,6,-13,/,/,/,9
CC(=O)c1cccc(NC(=O)C2Cc3c(-c4ccccc4)ccnc3O2)c1 (stereo not given),1,0.2,-6,/,4,2.6,-16,-18
Cc1ccc(C(=O)C2CCNCC2)cc1,/,/,2,-3,-2,/,/,2
CN(/C=C/C(=C\C=[N+](C)c1ccccc1)OCCCS(=O)(=O)[O-])c1ccccc1,1,-0.1,-6,2,-6,1.8,-66,12
O=Cc1ccc(OCC(=O)N2CCOCC2)cc1,-7,0.1,/,-1,/,-2.8,-11,9
CCOc1ccc(N(CC(=O)NC2CCCCC2)C(=O)CCC(=O)Nc2ccccn2)cc1,2,0.0,/,-3,-9,-2.2,1,22
Cc1ccc(C(C)C)c(OCCCCCN2CCOCC2)c1,-4,0.1,1,-12,-3,-2.6,11,0
Cc1onc(-c2ccccc2)c1C(=O)N=C(N)c1ccc(Cl)cc1,/,0.5,/,0,/,-4.3,-19,2
O=C(Nc1cccc(-c2cn3cccnc3n2)c1)Nc1ccccc1F,6,0.5,2,27,11,2.3,1,2
COc1ccc(S(=O)(=O)N(C)C[C@H]2Oc3c(NS(=O)(=O)c4cn(C)cn4)cccc3C(=O)N([C@H](C)CO)C[C@@H]2C)cc1,-1,0.1&0.0,-3,2,-3,-3.4&-1.8,1&-10,0&-1
COc1ccc(CCNC(=O)c2cc(C3CC3)on2)cc1OC,/,-0.4,/,-4,1,0.8,-3,21
CCOC(=O)c1cnc(SCc2nc(N)nc(Nc3ccc(C)cc3)n2)nc1N,/,/,0,-2,4,/,/,1
C[C@H]1CN([C@@H](C)CO)C(=O)c2cc(C#Cc3cccnc3)cnc2O[C@H]1CN(C)C(=O)CC1CC1,-5,0.0,1,7,-3,-2.9,11,15
Cc1cc(Nc2ccc(F)cc2Cl)n2ncnc2n1,3,0.0,-9,-5,-9,-2.0,-2,6
CCOC(=O)c1cc2sccc2n1CC(=O)N1CCc2ccccc21,1,/,-1,24,4,/,1,6
Cn1cnnc1SCC(=O)Nc1ccccc1Oc1ccccc1,0,0.2,-4,-3,-5,0.0,-7,2
CSc1ccc(S(=O)(=O)NCC(=O)OCC(=O)N(C)CC(=O)Nc2ccc(F)cc2)cc1[N+](=O)[O-],1,-0.1,10,-5,6,2.5,-10,-19
O=C(NCCC1=CCCCC1)c1cc(COc2c(F)cccc2F)on1,-1,-0.1,/,-3,14,-2.4,-54,0
Oc1ccccc1C(Nc1nccs1)c1ccc2cccnc2c1O (stereo not given),0,1.9,-7,61*,-18,1.6,-1,-1
NNc1cc2c(nn1)CCN(C(=O)c1ccccc1)C2,-1,0.2,-17,/,/,-1.2,1,/
Oc1c(CN2CCOCC2)cc(CN2CCOCC2)c(O)c1O,23,0.3,1,13*,-3,1.0,61*,7
COc1ccc(CN(C)C[C@H]2OCCCC[C@H](C)Oc3ccc(NS(C)(=O)=O)cc3C(=O)N([C@H](C)CO)C[C@@H]2C)cc1,/,0.1,/,/,-6,-1.6,/,17
Cc1ccc(C)c(NC(=O)CSc2n[nH]c(-c3ccccn3)n2)c1,5,0.0,/,77*,-11,0.1,-5,2
Cc1ccccc1NC(=O)CSc1nc2c(c(=O)n(C)c(=O)n2C)n1C,-2,0.4,-6,6,-6,1.5,-3,16
CCOC(=O)N1CCN(C(=O)c2ccc3nc(SCc4ccc(F)cc4)n(C)c3c2)CC1,-3,/,-4,8,10,/,4,-22
COC(=O)c1c(-c2ccccc2)oc2c1C(OCCO)CCC2 (stereo not given),/,0.1,/,/,/,-0.7,-19,20
Cc1c(C(=O)N(Cc2ccc(F)cc2)C2CCS(=O)(=O)C2)oc2ccccc12 (stereo not given),0,0.1,-4,-6,0,-0.2,-8,10

# Copied from above, 4 compounds:
SMILES,ERAP1 inh,XiGFP reactiv,RAD54 inh,ARNT TACC3 PPI,esBAF inh,F508del corr,RAD52 anneal inh,GSIS activator
C[C@H]1CN([C@@H](C)CO)C(=O)c2cc(C#Cc3cccnc3)cnc2O[C@H]1CN(C)C(=O)CC1CC1,-5,0.0,1,7,-3,-2.9,11,15
Cc1cc(Nc2ccc(F)cc2Cl)n2ncnc2n1,3,0.0,-9,-5,-9,-2.0,-2,6
CCOC(=O)c1cc2sccc2n1CC(=O)N1CCc2ccccc21,1,/,-1,24,4,/,1,6
Cn1cnnc1SCC(=O)Nc1ccccc1Oc1ccccc1,0,0.2,-4,-3,-5,0.0,-7,2

# Other compounds:
SMILES,ERAP1 inh,XiGFP reactiv,RAD54 inh,ARNT TACC3 PPI,esBAF inh,F508del corr,RAD52 anneal inh,GSIS activator
N#Cc1ccccc1COC(=O)c1ccc2c(c1)OCCO2,-1,0.0,3,-1,2,-0.2,4,1
N#Cc1ccc2nc(-c3ccc(CN4CCC(c5nc6ccccc6[nH]5)CC4)cc3)c(-c3ccccc3)nc2c1,0,0.8,/,/,/,-1.4,-62,-43
Cc1cccc(C2=NN(c3ccccc3)[C@@H](C(=O)N3CCOC3=O)[C@@H]2c2ccc([N+](=O)[O-])cc2)c1,/,0.1,-6,11,1,-2.8,-16,-3
Cc1[nH]ccc(=O)c1Oc1ncc(C(F)(F)F)cc1Cl,7,0.1,-6,/,-8,-0.5,-2,7
CCSCc1nc2ccccn2c1Br,-2,-0.1,/,0,/,4.4,-34,12
CCOc1ccc(N2C(=O)CC(N3CCN(c4ccc(Cl)cc4)CC3)C2=O)cc1 (stereo not given),-1,0.0,2,0,-1,-1.5,-14,10
C[C@@H]1CN([C@@H](C)CO)C(=O)c2cccc(NS(C)(=O)=O)c2O[C@@H]1CN(C)Cc1ccc(C(=O)Nc2ccccc2N)cc1,-1,0.2,-3,1,-18,2.7,1,7
CCCCOc1ccc(SCCCN2CCOCC2)cc1,-1,0.0,/,/,2,0.8,-9,58*
Cc1ccc(O)c(C(=O)c2cnn(-c3ccc(S(=O)(=O)N4CCOCC4)cc3[N+](=O)[O-])c2)c1,-1,-0.1,/,-3,/,-3.0,-9,3
CCCc1cc(=O)[nH]c(SCC(=O)NC2CC2)n1,0,0.1,2,1,-8,2.8,-9,/
COc1cc(CCC(=O)NNC(=O)c2cccc(Cl)c2)cc(OC)c1OC,0,0.1,0,7,0,4.3,-12,-4
CCOC(=O)C1(Cc2ccc(OC)cc2)CCN(C(=O)c2sc(C)nc2C)CC1,-2,0.1,-6,8,3,-2.1,-3,3
Cc1cccc(OCc2ccc(C(=O)N3CCOCC3)o2)c1,-3,0.1,-11,-2,7,0.5,-17,6
O=C(CCN1C(=O)/C(=C/c2ccccc2Cl)SC1=S)NCCCN1CCOCC1,-6,0.0,/,6,2,0.4,-21,-4
N#C[C@@H]1[C@H](c2ccccc2C2=CCCCC2)[C@@H](CO)N1C(=O)c1ccccn1,/,0.0,/,/,/,-0.6,8,-2
CO[C@H]1CN(C)C(=O)c2ccc(NS(C)(=O)=O)cc2OC[C@H](C)N(CC2CCOCC2)C[C@H]1C,0,-0.3,5,-11,-1,-0.5,-9,24
Cc1cc(Br)ccc1OCCn1ccnc1,-3,0.4,0,-7,/,0.4,-6,-9
Cn1nc(C(=O)N2CCN(c3ccccn3)CC2)c2ccccc2c1=O,-5,0.0,/,-13,-3,4.8,-4,11
CCc1nc2ccc(C(=O)N(C)CCCN(C)C)cn2c1N(C)Cc1cc2ccccc2s1,0,0.0,5,/,0,-2.8,11,16
COCC(=O)NC[C@@H]1[C@@H](c2ccc(C3=CCCC3)cc2)[C@@H](CO)N1C(C)=O,0,0.0,-3,-8,3,1.1,2,-5
CNc1cncc(-c2cccc(NS(C)(=O)=O)c2)n1,-24,-0.1,2,/,-6,2.6,-9,6
COc1ccc(C(=O)Nc2cccc(-c3ccc4nncn4n3)c2)cc1OC,/,0.0,/,-2,/,-0.4,1,42
C[C@@H]1CN([C@H](C)CO)C(=O)c2cc(NC(=O)CCC(F)(F)F)ccc2O[C@@H](C)CCCCO[C@H]1CN(C)C(=O)Cc1ccccc1,/,0.1,-5,-9,2,1.5,/,-11
COc1cc2c(c(OC)c1OC)-c1ccc(NCc3ccccc3)c(=O)cc1C(NC(C)=O)CC2 (stereo not given),8,0.4,-6,/,/,7.0,-9,-12
CN1CCN(C(=O)C[C@@H]2CC[C@@H]3[C@H](COc4ccc(NC(=O)C5CC5)cc4C(=O)N3C)O2)CC1,2,0.0,-9,-3,-5,-1.9,7,5
O=Nc1c2cc3ccccc3[nH]c-2c2ccccc12,1,0.6,/,/,-1,-1.6,-3,/
COc1cc(-c2cc(=O)c3c(O)c(OC)c(OC)c(O)c3o2)ccc1O,10,/,29,1,7,-1.0,21,32
O=C(OCC(=O)N1CCCC1)c1ccc(O)cc1,-2,0.0,-1,-2,7,-1.0,-4,-8
O=C(CCN1CCN(C/C=C/c2ccccc2)CC1)Nc1cccc(F)c1,/,0.0,1,2,-4,1.4,0,-20
